Granule exo inh – LAMP-1 surface exposure blockers, TALL-104 cells – cell-based, flow cytometry, MLPCN library, primary screen; TALL-104 LAMP-1 surface exposure; cells stimulated with thapsigargin and PMA; inhibition, % at 10 µM; 360,000 compounds, 0.66% hits; AID 651702, 2012;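 active = inhibition above about 55%, limit read from the data; inconclusive = no clear call, values can overlap the other calls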
m5-HT2A agonist – mouse Htr2a agonists via beta-arrestin recruitment, primary screen, cell-based, luminescence; activation, % at 7.6 µM; 360,000 compounds, 0.66% hits; CHO-K1 mHTR2A beta-arrestin complementation; percent of 30 µM serotonin response; 5-hydroxytryptamine receptor 2A (Mus musculus), P35363; AID 624169, 2012;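 active = activation above a run cutoff, the mean activation of all tested compounds plus 3 SD, cut at about 14% in these data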;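 note: 0% = plate median of compound wells and 100% = 30 µM serotonin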
MC4R barr agon – MC4R agonists recruiting beta-arrestin, primary screen, cell-based, luminescence, agonist arm of biased-ligand search. Melanocortin receptor 4 (Homo sapiens), P32245. U2OS MC4R beta-arrestin complementation; percent of melanotan II response, DMSO zero. activation, % at 8.9 µM. 360,000 compounds, 0.98% hits. AID 540308, 2011;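 active = activation above a per-plate cutoff, the mean activation of sample wells on that plate plus 3 SD, cut at about 8% in these data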
iPSC survival up – enhancers of single-cell hiPSC survival, primary screen, ATPlite luminescence. 100% = ROCK inhibitor wells, 0% = DMSO. survival enhancement, % at 20 µM. 360,000 compounds, 0.044% hits; in the data active = survival enhancement above about 18%;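 note: cells exposed to compounds for 16 hours before the ATP read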
N-glyco inh – increase of ERlucT glycosylation luciferase signal, primary screen, N-linked glycosylation inhibitor project, D54 ERlucT cells, luminescence, set 2. D54 ERlucT glycosylation luciferase reporter, 24 h; percent of 100 nM tunicamycin response. reporter increase, % at 12.5 µM. 360,000 compounds, 0.23% hits. AID 588692, 2011;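 active = mean luciferase reporter signal, scaled so untreated is 0 and the glycosylation-blocking control 100, at or above a set limit in every replicate; inconclusive = mean reaches the limit but not every replicate does; inactive = mean below the limit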;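 note: luciferase carries N-glycosylation sites so blocking glycosylation raises the light; 0% = median of neutral control wells and 100% = median of 100 nM tunicamycin wells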
aDG glyco up – activators of alpha-DG glycosylation, primary screen, uHTS, Pro5-aDG cells, AlphaScreen. AID 624168, 2012. alpha-DG glycosylation AlphaScreen (IIH6); 0% Pro5, 100% B10-LARGE cell signal. activation, % at 10 µM. 360,000 compounds, 0.22% hits;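 active = activation of at least 8% versus controls, or a plate z-score of at least 8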;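 note: Pro5 are CHO cells carrying HIG-tagged alpha-DG that lacks glycosylation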
MC4R antag cAMP – MC4R antagonists of cAMP signaling, primary screen, cell-based, TR-FRET, antagonist arm of biased-ligand search; Melanocortin receptor 4 (Homo sapiens), P32245; MC4R-expressing cells, MTII-stimulated cAMP, LANCE TR-FRET; inhibition, % at 6.5 µM; 360,000 compounds, 0.48% hits; AID 540295, 2011;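 active = inhibition above its plate's cutoff, the mean of tested wells on that plate plus 3 SD, cut at about 29% in these data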;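 note: 0% = Melanotan II alone and 100% = Melanotan II plus saturating MCL0020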
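material = U2OS cells stably expressing human melanocortin 4 receptor (MC4R) | also added = Melanotan II challenge | dosing = single nominal compound dose of 6.5 µM | detection = TR-FRET with Eu-cAMP and labeled anti-cAMP, 671 nm | replication = singlicate | timing = compound 30 min, challenge 1 h, detection 1 h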
ABCB6 inh MLPCN – ABCB6 transporter inhibitors, primary screen, K562-ABCB6 cells, flow cytometry, MLPCN library | ATP-binding cassette sub-family B member 6 (Homo sapiens), Q9NP58 | K562-ABCB6 porphyrin accumulation, 1 h; active compounds read low | fluorescence ratio to DMSO, % at 10 µM | 360,000 compounds, 0.19% hits;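 active = fluorescence ratio to DMSO below 75%, the collection mean minus 3 SD; inconclusive = too few cells collected in the well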;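 note: signal is porphyrin accumulated inside mitochondria; 100% equals median channel fluorescence of DMSO control wells; lower ratio means ABCB6 inhibition with less porphyrin fluorescence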
Cardio protect – cardioprotection against H2O2-induced cell death, primary screen, uHTS, H9c2 cells, ATPLite luminescence | protection from H2O2 cell death, % at 20 µM | AID 588492, 2011 | 360,000 compounds, 0.63% hits | H9c2 cardiomyocytes, H2O2 injury protection, 2 h;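 active = compounds giving at least 50% protection of heart cells from peroxide-induced death in the single-dose screen, raw or plate-pattern-corrected value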;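 note: 0% = DMSO wells with peroxide and 100% = DMSO wells without peroxide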
ABHD5-PLIN5 inh – ABHD5-PLIN5 interaction inhibitors, primary screen, cell lysate, split luciferase complementation, luminescence; 360,000 compounds, 0.78% hits; Split G. princeps luciferase complementation, 4 h; AID 602281, 2012; inhibition, % at 4 µM;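 active = inhibition above the mean inhibition across every tested compound plus 3 SD, cut at about 22% in these data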;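 note: 0% = DMSO only wells and the 100% control is not disclosed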
Target sequence (Q00G26 whole entry, looked up): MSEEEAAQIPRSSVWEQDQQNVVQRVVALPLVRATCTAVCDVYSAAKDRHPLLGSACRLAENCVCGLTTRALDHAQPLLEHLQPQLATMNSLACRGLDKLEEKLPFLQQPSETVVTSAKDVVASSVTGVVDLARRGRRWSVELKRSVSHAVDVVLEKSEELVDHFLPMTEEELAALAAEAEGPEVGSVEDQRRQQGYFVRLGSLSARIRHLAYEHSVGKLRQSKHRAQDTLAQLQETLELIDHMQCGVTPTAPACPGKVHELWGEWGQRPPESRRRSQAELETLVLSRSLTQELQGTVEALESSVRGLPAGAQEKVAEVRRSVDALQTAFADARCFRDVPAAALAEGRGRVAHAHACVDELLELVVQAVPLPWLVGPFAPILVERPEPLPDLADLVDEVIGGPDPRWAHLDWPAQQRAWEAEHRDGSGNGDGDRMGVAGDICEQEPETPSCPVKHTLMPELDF
Target sequence (Q8WTS1 whole entry, looked up): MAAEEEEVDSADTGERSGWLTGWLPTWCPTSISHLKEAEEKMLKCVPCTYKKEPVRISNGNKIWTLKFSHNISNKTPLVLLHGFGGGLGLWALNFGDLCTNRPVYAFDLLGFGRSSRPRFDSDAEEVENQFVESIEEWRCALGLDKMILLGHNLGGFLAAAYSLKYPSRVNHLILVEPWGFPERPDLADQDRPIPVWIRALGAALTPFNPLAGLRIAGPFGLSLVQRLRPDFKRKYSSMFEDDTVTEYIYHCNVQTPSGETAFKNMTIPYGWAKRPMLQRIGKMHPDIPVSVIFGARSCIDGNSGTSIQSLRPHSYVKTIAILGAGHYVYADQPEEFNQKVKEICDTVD
An asterisk follows results filed as active; ? = inconclusive; / = not tested or not shown.

SMILES	Granule exo inh	m5-HT2A agonist	MC4R barr agon	iPSC survival up	N-glyco inh	aDG glyco up	MC4R antag cAMP	ABCB6 inh MLPCN	Cardio protect	ABHD5-PLIN5 inh
Cc1cc(NC(=O)COC(=O)c2cccc(S(=O)(=O)N3CCOCC3)c2)no1	-2	5	0.1	0.7	-1	0.1	2	100	-1	0
CCc1ccc(OCc2nnc(SCCN3CCOCC3)n2C)cc1	-1	5	-1.3	-1.0	-1	0.1	8	97	5	2
N#Cc1c(-c2cccs2)cc(C2CC2)nc1SCC(N)=O	3	-2	-1.4	-2.4	0	-0.5	3	95	-9	-1
O=C(NCc1ccc(Cl)c(Cl)c1)c1cc(C2CCCCN2C(=O)OCCF)on1 (stereo not drawn)	-4	-9	2.4	-0.7	0	0.0	-9	96	-2	2
Cc1ccc(CNS(=O)(=O)c2c(C)[nH]c(=O)[nH]c2=O)cc1	-3	2	-1.5	-0.7	1	0.1	11	101	3	4
N#Cc1sc2nc(-c3cccs3)cc(-c3ccc(F)cc3)c2c1N	-3	4	35*	1.4	6	-0.1	26	100	-7	-7
N#CCC(C(=O)c1cccnc1)c1ccccc1 (stereo not drawn)	3	-1	-1.5	-0.9	1	0.1	-4	94	4	1
COc1cccc(/C=N/NC(=O)C(=O)NCc2cccnc2)c1	4	-3	-0.6	-1.2	4	-0.2	7	100	7	0
O=S(=O)(c1cccc(F)c1)N1CCN(C(=S)NCc2ccccc2)CC1	0	5	-2.4	-0.4	3	0.0	10	101	-4	2
O=C(COc1ccccc1Br)N1CCNC1=O	5	-1	2.8	1.3	1	0.1	13	100	2	-5
CCOc1ccccc1NC(=O)COC(=O)c1nc2nccc(C)n2n1	-9	-2	-1.8	-0.2	1	0.1	11	110	-2	0
O=c1cc(NC2CCCCCC2)[nH]c(=O)[nH]1	-1	1	-0.6	-0.5	3	-0.2	7	90	3	-15
COc1ccc(CCNC(=O)Cc2nn(C)c(=O)c3ccccc23)cc1OC	-1	-2	0.4	2.1	-1	0.3	17	105	-3	4
Cc1ccc(CNC(=O)[C@H]2O[C@@H](n3ccc(N)nc3=O)[C@H](O)[C@@H]2O)o1	-1	1	/	3.9	1	-0.5	/	102	4	7
CCOC(=O)C1(Cc2cccc(Cl)c2)CCCN(C(=O)c2cn[nH]c2)C1 (stereo not drawn)	-12	1	-0.7	0.3	1	-0.1	-6	103	-2	9
Cc1ccc(NC(=O)c2cccc3c2C(=O)N(C2CCCCC2)C3)cc1	6	1	-1.8	0.2	/	-0.2	-1	110	-2	1
COc1cc(/C=N/NC(=O)c2ccccn2)ccc1OC(=O)c1ccccc1Br	-4	4	12*	-0.3	-6	-0.1	-2	93	38	1
COc1ccc(C2C(C#N)=C(N)OC3=C2C(=O)CC(C)(C)C3)c(OC)c1OC (stereo not drawn)	4	0	-1.9	-0.3	-1	0.2	4	95	-6	6
CCOc1ccc(C2C(C#N)=C(N)N(N(C)C)C3=C2C(=O)CC(C)(C)C3)cc1 (stereo not drawn)	-8	-9	-1.8	1.0	-1	0.0	2	97	1	2
COc1ccc(/C(N)=N/OC(=O)c2ccc(C)c([N+](=O)[O-])c2)cc1OC	0	4	-1.1	-0.2	3	-0.1	13	99	-4	-8
O=C(COc1ccc(Cl)cc1)N1CCN(c2ncccn2)CC1	-1	4	-1.9	0.2	3	0.0	0	113	10	0
O=C(Nc1ccc(C(=O)NC2CCCCC2)cc1)c1cccnc1	2	0	1.6	0.2	-1	7.4	19	107	-5	0
CCOC(=O)c1c(C)[nH]c(C)c1S(=O)(=O)N(C)CC(=O)NCc1cccc(C)c1	12	5	-2.4	1.1	0	0.0	4	104	0	-10
O=C(N/N=C1\SCC(=O)N1CCc1ccccc1)c1cccs1	-1	11	-1.1	4.5	1	-0.2	-5	102	0	5
O=[N+]([O-])c1cc(/C=N/n2cnnc2)ccc1N1CCCC1	-2	-2	-3.0	-1.2	3	0.3	3	102	2	2
COc1ccc(S(=O)(=O)NCC2CCCN(C(=O)c3cccs3)C2)cc1 (stereo not drawn)	-2	-3	-1.6	-1.1	-4	-0.1	1	96	4	-4
COCCN(C(=O)COC(=O)Cc1cccc(OC)c1)c1c(N)n(CC(C)C)c(=O)[nH]c1=O	-3	0	-2.4	0.2	0	-0.1	2	92	-2	14
c1ccc2c(N3CCOCC3)nc(-c3ccncc3)nc2c1	1	4	-0.4	1.2	-2	-0.2	-4	97	6	12
Cn1c(CC(=O)Nc2ccccc2)nnc1SCC(=O)c1ccccc1	0	4	0.3	-1.3	0	0.1	6	100	8	9
CN(C)/C=C/C(=O)c1cc(F)cc(C(F)(F)F)c1	-3	0	-1.4	-1.5	1	0.6	-1	101	11	2

Nine of these compounds, reformatted:
mol | Granule exo inh | m5-HT2A agonist | MC4R barr agon | iPSC survival up | N-glyco inh | aDG glyco up | MC4R antag cAMP | ABCB6 inh MLPCN | Cardio protect | ABHD5-PLIN5 inh
CCOc1ccc(C2C(C#N)=C(N)N(N(C)C)C3=C2C(=O)CC(C)(C)C3)cc1 (stereo not drawn) | -8 | -9 | -1.8 | 1.0 | -1 | 0.0 | 2 | 97 | 1 | 2
COc1ccc(/C(N)=N/OC(=O)c2ccc(C)c([N+](=O)[O-])c2)cc1OC | 0 | 4 | -1.1 | -0.2 | 3 | -0.1 | 13 | 99 | -4 | -8
O=C(COc1ccc(Cl)cc1)N1CCN(c2ncccn2)CC1 | -1 | 4 | -1.9 | 0.2 | 3 | 0.0 | 0 | 113 | 10 | 0
O=C(Nc1ccc(C(=O)NC2CCCCC2)cc1)c1cccnc1 | 2 | 0 | 1.6 | 0.2 | -1 | 7.4 | 19 | 107 | -5 | 0
CCOC(=O)c1c(C)[nH]c(C)c1S(=O)(=O)N(C)CC(=O)NCc1cccc(C)c1 | 12 | 5 | -2.4 | 1.1 | 0 | 0.0 | 4 | 104 | 0 | -10
O=C(N/N=C1\SCC(=O)N1CCc1ccccc1)c1cccs1 | -1 | 11 | -1.1 | 4.5 | 1 | -0.2 | -5 | 102 | 0 | 5
O=[N+]([O-])c1cc(/C=N/n2cnnc2)ccc1N1CCCC1 | -2 | -2 | -3.0 | -1.2 | 3 | 0.3 | 3 | 102 | 2 | 2
COc1ccc(S(=O)(=O)NCC2CCCN(C(=O)c3cccs3)C2)cc1 (stereo not drawn) | -2 | -3 | -1.6 | -1.1 | -4 | -0.1 | 1 | 96 | 4 | -4
COCCN(C(=O)COC(=O)Cc1cccc(OC)c1)c1c(N)n(CC(C)C)c(=O)[nH]c1=O | -3 | 0 | -2.4 | 0.2 | 0 | -0.1 | 2 | 92 | -2 | 14

Later entries.
SMILES	Granule exo inh	m5-HT2A agonist	MC4R barr agon	iPSC survival up	N-glyco inh	aDG glyco up	MC4R antag cAMP	ABCB6 inh MLPCN	Cardio protect	ABHD5-PLIN5 inh
COc1cc(C)ccc1S(=O)(=O)NC1CC(C)(C)NC(C)(C)C1	-1	8	-3.4	0.1	1	0.0	4	98	3	-6
COc1ccc(CNc2ncnc3cc(Cl)ccc23)cc1	1	3	-3.9	0.5	-3	3.2	7	94	-20	3
CCCCNC(=O)C1(C)CCN1C(=O)c1ccc(OC)c(C(F)(F)F)c1 (stereo not drawn)	-6	-3	0.1	-1.8	3	-0.2	-5	99	-2	0
CCN1C(=O)/C(=C2/Sc3ccc(OC)cc3N2C)SC1=Nc1cccc(O)c1	-7	6	14*	-1.0	-6	0.3	14	92	11	0
Cn1c2ccccc2c(=O)c2cc(C#CC3=CCCCC3)ccc21	-2	8	-1.8	-0.3	-7	0.3	4	96	-9	0
CCc1ccc(CN(C)C(=O)c2cc(COc3cccc(C(F)(F)F)c3)on2)nc1	1	-4	-2.0	0.0	1	0.3	6	94	-7	-7
Cc1ccccc1-n1c(SCC(=O)c2c(N)n(C)c(=O)n(C)c2=O)nnc1-c1cccnc1	1	-1	-1.1	-2.6	0	-0.3	-1	101	7	-6
O=C(O)c1cc2c(cc1Br)OCCCO2	-4	3	3.0	-0.9	-2	0.0	2	99	14	6
O=C(O)C1CCCN1S(=O)(=O)c1ccc(Br)cc1 (stereo not drawn)	?	2	1.1	-0.4	1	-0.1	-2	113	-1	3
Oc1c(Cl)cc(Cl)cc1C1Nc2ccccc2-n2cccc21 (stereo not drawn)	-5	4	-0.2	-0.5	0	0.0	-2	101	-7	-3
O=C(NC1CCCCC1)c1ccc(-c2cn[nH]c2)c2ccoc12	-6	-1	-1.9	4.2	-1	0.0	10	99	-2	-3
Cc1csc(NC(=O)c2ccc(C)o2)n1	5	10	1.2	1.2	-2	0.0	23	99	-8	1
CC[C@]12c3[nH]c4ccc(Cl)cc4c3CCN1C(=O)[C@@H](CC(=O)NCCC1=CCCCC1)C[C@@H]2C(=O)N1CCN(C(=O)C2CC2)CC1	-1	-6	1.8	1.1	1	0.1	0	98	6	-9
CCS(=O)(=O)NCCCc1ccccc1	-3	-1	-1.1	1.6	1	-0.1	3	99	11	6
Cc1oc(-c2cccs2)nc1CN1CCN(CCC(C)C)C(CCO)C1 (stereo not drawn)	8	-1	-0.3	-0.2	0	0.1	9	100	4	6
COc1ccc(N=C2O/C(=C/c3sc(=S)n(CC4CCCO4)c3O)N=C2C#N)cc1 (stereo not drawn)	2	7	0.7	0.1	0	0.3	2	164	-15	-1
O=C(Nc1ccc(Cl)cc1)Nc1nnc(-c2ccncc2)s1	11	-2	-1.5	2.6	-12	-0.4	1	89	-10	1
CN1CCc2c(sc3nc(SCC(=O)N4CCCCC4)n(-c4ccccc4)c(=O)c23)C1	-14	10	2.0	0.2	2	-0.3	12	101	4	5
O=C(NC(=S)Nc1cccc(Cl)c1)c1cncc(Br)c1	-6	0	3.1	-0.4	1	0.0	-5	99	-9	0
CC(=NNC(=S)Nc1ccccc1Cl)c1ccccn1	-1	2	-0.7	-2.3	-11	-0.5	-4	96	34	1
CC(C)CNC(=S)N1CCN(C)CC1	-1	-4	-2.1	4.9	2	0.6	0	99	0	-11
COc1ccc2c(c1OC)C(=O)OC2Nc1nc(-c2cccc([N+](=O)[O-])c2)cs1 (stereo not drawn)	-3	-5	0.0	-0.5	2	0.0	-2	96	3	-1
